H9c2 TAG inh = inhibitors of triacylglycerol accumulation; hit rate 0.66% among 230,000; H9c2 cells, Nile Red lipid (TAG) fluorescence; cells loaded with 200 µM oleic acid; inhibition, % at 12.5 µM;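 active means pattern-corrected inhibition of lipid staining of at least 50% with the nuclear-stain viability signal not falling by more than 50%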;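 further: 0% = DMSO wells and 100% = triacsin C control wells; some results filed as inactive read as strong as hits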
H9c2 TAG inh DAPI viability = recorded beside H9c2 TAG inh, whose call it bears; DAPI nuclei signal change (viability), lower = more cytotoxic, %;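 whole-well DAPI fluorescence read on a plate reader as a viability signal; minus 50 percent equals half of cells still viable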
* marks the source's active call; other numbers are inactive results; i = inactive. The list is partial. The share of hits here may be higher or lower than overall.

The opening 5 entries, ahead of the listing:
SMILES	H9c2 TAG inh	H9c2 TAG inh DAPI viability
Cc1cccc2sc(NC(=O)CN3C(=O)NC4(CCCC4)C3=O)nc12	4	4
CCCc1nnc(NC(=O)CCC(=O)O)s1	-6	-1
C=CCn1c(C)nnc1SCC(=O)c1c(N)n(C2CC2)c(=O)[nH]c1=O	-5	-2
O=S(=O)(c1ccccc1)N1c2cc(Cl)ccc2Oc2nc3ccccc3nc21	-19	0
O=C(NNC(=O)c1cccs1)c1ccc(Br)o1	4	-2

The listing (from the top)
SMILES	H9c2 TAG inh	H9c2 TAG inh DAPI viability
Cc1cccc2sc(NC(=O)CN3C(=O)NC4(CCCC4)C3=O)nc12	4	4
CCCc1nnc(NC(=O)CCC(=O)O)s1	-6	-1
C=CCn1c(C)nnc1SCC(=O)c1c(N)n(C2CC2)c(=O)[nH]c1=O	-5	-2
O=S(=O)(c1ccccc1)N1c2cc(Cl)ccc2Oc2nc3ccccc3nc21	-19	0
O=C(NNC(=O)c1cccs1)c1ccc(Br)o1	4	-2
Brc1ccc2ncnc(NCc3ccccc3)c2c1	-32	-12
O=C(NCC1CC1)c1ccc2nc([C@@H]3O[C@H](CO)[C@H](O)[C@H](O)[C@H]3O)[nH]c2c1	-5	4
CC(=O)Cc1nsc(NC(=O)c2ccc(-c3cc(Cl)ccc3Cl)o2)n1	14	-9
Cc1ccc(S(=O)(=O)N(CC(=O)Nc2cccnc2)c2ccc(Br)cc2)cc1	-10	6
CSCCC(NC(=O)COc1ccccc1)C(=O)N1CC(C)CC(C)C1 (stereo not given)	-4	-4
COC(=O)c1cn(NC(=O)C2CCC(C)CC2)c(=O)c2ccccc12 (stereo not given)	3	11
Cc1cccc(NC(=O)C2CCN(S(=O)(=O)c3cccc4nsnc34)CC2)n1	0	-1
CC(=O)Oc1c(C(C)C)cc(N(C(C)=O)c2ccccc2)cc1C(C)C	-6	-3
Cc1cccc(C(=O)NCC(=O)OCC(=O)N(C)CC(=O)Nc2ccc(F)cc2)c1	-4	4
CCN(C(=O)COC(=O)CNS(=O)(=O)c1ccc(SC)c([N+](=O)[O-])c1)C1CCCCC1	1	-8
O=C(CN1CCN(CC(=O)Nc2ccccc2Cl)CC1)Nc1ccc2c(c1)OCCO2	1	0
COc1cc(C(=O)OCC(C)=O)ccc1OCc1c(C)noc1C	-1	-5
Cc1cc(C)cc(NC(=O)c2cc(C)n(Cc3cccs3)c2C)c1	8	-6
CC(=O)c1ccc(OCCOc2ccc(Cl)c3cccnc23)cc1	-5	2
O=C(c1ccco1)N1CCN(C2=NS(=O)(=O)c3ccccc32)CC1	2	-1
CCc1nnc(NC(=O)c2ccc3ncsc3c2)s1	5	-4
CC(C)c1nc2oc3c(NCCO)ncnc3c2c2c1COC(C)(C)C2	2	-1
CC(=O)c1c(C)n([O-])c2cc(C)ccc2[n+]1=O	-1	-2
Cc1cccc(C)c1NC(=O)CNC(=O)c1ccc(N2CCCC2=O)cc1	4	0
CCOc1ccc(-n2c(SCC(=O)NC(C)CC)nc3n[nH]c(C)c3c2=N)cc1 (stereo not given)	15	-16
CNc1cncc(-c2ccc(OC)cc2OC)n1	-2	10
NC(N)=S	7	-6
CCOC(=O)C1(Cc2ccc(Cl)cc2)CCN(C(=O)c2sc(C)nc2C)CC1	-12	-6
CCCc1cc(=O)[nH]c(Nc2ccc3c(c2)OCCO3)n1	0	-4
COCCCn1c(=NC(C)=O)c(C#N)cc2c(=O)n3cccc(C)c3nc21	6	19
Nn1c(-c2cccc(O)c2)nnc1-c1cccc(O)c1	2	2
O=C(CS(=O)(=O)Cc1ccccc1)N1CCN(Cc2ccc3c(c2)OCO3)CC1	15	2
NS(=O)(=O)c1cc(Cl)c(Cl)c(S(N)(=O)=O)c1	4	-9
O=C(NC1CC1)c1cccc(NC(=O)C2CCCC2)c1	-6	-7
O=C(NCc1cccc(C(F)(F)F)c1)c1cccc2c1C(=O)c1ccc(N3CCC(Cc4ccccc4)CC3)cc1S2(=O)=O	-31	6
CC1(C)Cc2c(C#N)c(SCCC#N)nc(N3CCOCC3)c2CS1	6	8
COc1ccccc1C(CNC(=O)COc1ccccc1C)N1CCCC1 (stereo not given)	3	-3
COC(=O)c1ccc(C(=O)OC)c(NC(=S)N2CCOCC2)c1	0	4
Cc1oc(-c2ccccc2Cl)nc1CSCC(=O)NC1CC1	-12	5
COc1ccc(CCN2CC(C(=O)NCCc3cn[nH]c3)CCC2=O)cc1 (stereo not given)	-22	-1
Cc1cc(Nc2ccc(F)cc2F)n2ncnc2n1	3	-6
Cc1c(N=C2C=CC(=O)c3ccccc32)c(=O)n(-c2ccccc2)n1C	-7	-15
COC(=O)CN(c1ccc(OC)cc1)S(=O)(=O)c1ccc(OC)c(OC)c1	-7	3
Cc1oc(-c2ccccc2)nc1C(=O)Nc1nccs1	4	3
COc1ccc(C(=O)NC23CC4CC(CC(C4)C2)C3)cc1OC	15	-11
CC(C)(C)NC(=O)C(c1ccncc1)N(C(=O)c1csnn1)c1cccc2ccccc12 (stereo not given)	-5	8
Clc1cccc(CN2CCN(Cc3nc(CCc4ccccc4)no3)CC2)c1	-2	1
CN(C(=O)c1cc(S(=O)(=O)N2CCc3ccccc32)cn1C)C1CCCCC1	-2	-1
COc1ccc(/C=C/C(=O)NC(=S)N2CCN(c3ccccn3)CC2)cc1OC	-1	-1
COC(=O)C1=C(C)NC(=S)NC1c1ccco1 (stereo not given)	7	-1
COc1c(C)cc(S(=O)(=O)NC2CC(C)(C)NC(C)(C)C2)c(C)c1C	18	-24
O=C(C[C@H]1C/C=C/CC[C@@H](Cc2ccc(F)cc2)C(=O)OC[C@H](c2ccccc2)NC1=O)NCCO	-6	-2
Cc1cccc(C(=O)NCc2nnc(SC(C)C(=O)Nc3nnc(C)s3)n2C)c1 (stereo not given)	5	4
O=C(NC1CCCC1)C(c1ccncc1)N(C(=O)c1csnn1)C1CCCC1 (stereo not given)	-7	-10
O=C(NCc1ccc2c(c1)OCO2)C1CCN(S(=O)(=O)c2cccs2)CC1	14	-13
O=C1C2C3C=CC(C3=C(c3ccccc3)c3ccccc3)C2C(=O)N1Cc1ccccc1 (stereo not given)	-23	-1
O=C(CCN1C(=O)c2ccccc2C1=O)C1=NN[C@@H]2C(=O)N(c3ccc4c(c3)OCCO4)C(=O)[C@H]12	-11	11
CN(c1ccc(C(=O)N2CCN(c3ccc(F)cc3)CC2)cc1)S(C)(=O)=O	8	-14
Cc1cc(C)c(NC(=S)NCCCSC2CCCCC2)c(C)c1	-29	10
CN(Cc1ccc(F)cc1)C(=O)c1cc(COc2ccc(-n3cncn3)cc2)on1	-26	-2
Continued.
SMILES	H9c2 TAG inh	H9c2 TAG inh DAPI viability
COc1ccc(C(=O)N2CCN(c3cccc(Cl)c3)CC2)cc1S(=O)(=O)NC1CC1	21	-12
COc1cc(NC(=O)c2ccc3c(c2)S(=O)(=O)N=C2CCCCCN23)cc(OC)c1	-2	8
CC(=O)Nc1ccc(C(=O)N2CCCCC2c2cc(C(=O)Nc3cccc4c3CCCC4)no2)cc1 (stereo not given)	10	-7
Cc1ccc(-c2cnc(C(O)c3cc(C)cc(C)c3)[nH]2)cc1 (stereo not given)	10	2
O=C(CSc1cccc[n+]1[O-])c1ccc(-c2ccccc2)cc1	10	-7
COc1cc(NC(=O)C2CC(=O)N(Cc3ccco3)C2)cc(OC)c1 (stereo not given)	1	-5
CCCn1c(=N)n(CC(=O)c2ccc(Cl)cc2)c2ccccc21	6	5
O=c1c2ccccc2nnn1COc1cccc(Cl)c1	-1	-1
CC(c1ccncn1)N(C)Cc1nc(Cc2ccccc2F)no1 (stereo not given)	2	6
COCCN1C(=O)N[C@@H](c2cccc(C(F)(F)F)c2)C(C(=O)OC)=C1C	-15	-2
O=C(CCNS(=O)(=O)c1ccc(Br)cc1)NNC(=O)C1COc2ccccc2O1 (stereo not given)	-3	-4
CC(=O)N1c2ccccc2C(CBr)=CC1(C)C	-5	-4
CCc1ccccc1Nc1nc(N)nc(CSc2nnc3ccccn23)n1	6	4
Cc1cccc(NC(=O)c2nc[nH]c2C(=O)Nc2ccccc2F)c1	-15	8
O=C1OCCN1C(=O)[C@H]1[C@H](c2ccc(Cl)cc2)C(c2cccc(Cl)c2)=NN1c1ccc(Br)cc1	17	i
COc1ccc(CCNC(=O)C2CCN(S(=O)(=O)c3c(C)noc3C)CC2)cc1OC	12	-42
CCC(NC(=O)Nn1cnnc1)(C(F)(F)F)C(F)(F)F	-13	14
Cc1csc(NC(=O)CCn2c(=O)oc3ccccc32)n1	24	-6
COc1ccc(C(=O)CN2C(=O)c3ccccc3S2(=O)=O)cc1Br	13	-2
O=C(NC1CCSc2ccccc21)c1cc(S(=O)(=O)N2CCOCC2)ccc1F (stereo not given)	10	-7

In the list so far, these contain an NH in an aromatic ring.
SMILES	H9c2 TAG inh	H9c2 TAG inh DAPI viability
C=CCn1c(C)nnc1SCC(=O)c1c(N)n(C2CC2)c(=O)[nH]c1=O	-5	-2
O=C(NCC1CC1)c1ccc2nc([C@@H]3O[C@H](CO)[C@H](O)[C@H](O)[C@H]3O)[nH]c2c1	-5	4
CCOc1ccc(-n2c(SCC(=O)NC(C)CC)nc3n[nH]c(C)c3c2=N)cc1 (stereo not given)	15	-16
CCCc1cc(=O)[nH]c(Nc2ccc3c(c2)OCCO3)n1	0	-4
COc1ccc(CCN2CC(C(=O)NCCc3cn[nH]c3)CCC2=O)cc1 (stereo not given)	-22	-1
Cc1ccc(-c2cnc(C(O)c3cc(C)cc(C)c3)[nH]2)cc1 (stereo not given)	10	2
Cc1cccc(NC(=O)c2nc[nH]c2C(=O)Nc2ccccc2F)c1	-15	8

More structures
SMILES	H9c2 TAG inh	H9c2 TAG inh DAPI viability
O=[N+]([O-])c1ccc(NC(c2ccccc2)c2ccc3cccnc3c2O)cc1 (stereo not given)	32	-13
COc1ccc(Cn2nc(-c3ccccc3)c(N3CCCCC3)cc2=O)cc1	7	-7
O=c1ccc(NS(=O)(=O)c2ccc(Cl)cc2)cn1Cc1ccc(Cl)c(Cl)c1	-3	8
CC(C)CSc1nnc(N)s1	-10	2
Cc1ccc(Cn2nc(C)c(C(=O)N3CCN(S(=O)(=O)/C=C/c4ccccc4)CC3)c2C)cc1	-20	0
COc1ccccc1NC(=O)COC(=O)c1c(NC(C)=O)sc(C)c1C	0	-1
O=C(NCCCCCNC(=O)c1ccccn1)c1ccccn1	-2	-10
CCNC(=O)C1(C)CCN(Cc2cccc(C(F)(F)F)c2)C1 (stereo not given)	-20	-5
CCn1c(Cc2ccccc2)nnc1SCC(=O)Nc1ccccc1F	4	-13
O=C(NCc1ccccc1C(F)(F)F)C1CC(c2ccccc2[N+](=O)[O-])=NO1 (stereo not given)	-16	-1
C/C(=C\COc1ccc2ccc(=O)oc2c1)CC[C@@H](O)C(C)(C)O	-14	13
COc1ccc2oc(=N)c(C(=O)Nc3cccc(C)c3C)cc2c1	15	-19
CCOc1cccc(C(=O)NC2=NCCS2)c1	2	4
Nc1ncnc2nc(SCCc3ccccc3)[nH]c12	-12	-14
C=CCNS(=O)(=O)c1cccc2cc(C(=O)O)c(O)cc12	3	3
FC(F)(F)c1ccccc1/C=N/Nc1ccccn1	-14	6
CCN(C(=O)COC(=O)c1[nH]c(=O)[nH]c(=O)c1N)c1ccccc1	-2	5
CC(C1CCN(Cc2cn(C)nc2-c2cccc(Cl)c2)CC1)N1CCOCC1 (stereo not given)	-7	19
COC(=O)c1ccc(NC(=O)Cn2c(-c3nonc3N)nc3ccccc32)cc1	5	-1
Cc1ccc(N2C(=O)C(CN3CCCC3)C2c2ccccc2)cc1 (stereo not given)	6	14
CC(C)NC(=O)CCCc1c[nH]c2ccccc12	7	-7
CCOC(=O)N1CCC(N2C(=O)c3ccccc3C2Nc2cc(C(=O)OC)cc(C(=O)OC)c2)CC1 (stereo not given)	12	-12
CCCCNc1ccc2c3c(cccc13)C(=O)N(CCCC)C2=O	-205	6
CN(C(=O)c1cccc(NC(=O)Cc2ccc(NC(=O)C3CCCN(C(=O)C4CCCC4)C3)cc2)c1)C1CC1 (stereo not given)	8	-6
CC1CN=C(N(C(=S)Nc2ccccc2)c2cccc(C(F)(F)F)c2)S1 (stereo not given)	-13	7
Cc1ccc(C(=O)NNC2CC(=O)N(c3ccc4c(c3)OCCO4)C2=O)cc1 (stereo not given)	1	2
O=C(c1ccccc1-c1nc(-c2ccccc2)no1)N1CCCC1	-6	-3
CC[C@]12c3[nH]c4cc(CCC(=O)N(C)C)ccc4c3CCN1C(=O)[C@@H](CC(=O)NCCc1ccccn1)C[C@@H]2C(=O)N1CCN(C(=O)C2CC2)CC1	6	-10
O=C(/C=C/c1cccc([N+](=O)[O-])c1)N1CCN(Cc2ccc3c(c2)OCO3)CC1	-10	-3
Cc1ccc(C)c(NC(=O)C2CC=CCC2C(=O)O)c1 (stereo not given)	8	-1
CC1(C)CC(NC(=O)CCc2nnc(CCCCc3ccccc3)o2)CCO1 (stereo not given)	0	-1
O=C1CC(c2ccccc2)CN1C(=O)c1cccnc1 (stereo not given)	-11	5
C[C@H](NC(=O)c1[nH]cnc1C(=O)Nc1ccon1)c1ccccc1	-9	-1
CC1(C(=O)O)CCN1C(=O)c1cccc(C(F)(F)F)c1 (stereo not given)	8	0
O=C1CC(c2ccccc2)Oc2ccccc21 (stereo not given)	5	8
NC(=O)C1(S(=O)(=O)c2ccccc2)CCCCC1	-3	-1
CCN(C(=O)Cn1cnc2ccccc2c1=O)C1CCS(=O)(=O)C1 (stereo not given)	-4	-29
Cc1ccc(SCC(=O)OCC(=O)NCCNC(=O)COC(=O)CSc2ccc(C)c(C)c2)cc1C	-8	1
COc1ccc2nc(NC(=O)C3CCN(C(=O)c4ccc(F)cc4)CC3)sc2c1	2	0
CC(C)CSc1nc(N2CCOCC2)c2c(c1C#N)CC(C)(C)SC2	2	14
COc1cc(NC(=S)N(C)C)c(OC)cc1Cl	7	-4
